EPAC1 ag – EPAC1 (human) agonism. EPAC1 agonist qHTS, biochemical assay; response scale: 100% = response to 6.5 mM cAMP. O95398. Potency, µM (top dose mostly 154 µM), inactives show top-dose activation, usual class: activators. 360,000 compounds, 0.073% hits; further: potency means the concentration at half of the fitted maximal effect; nearly all actives have a fitted effect of over 60% in size
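Fluorescent GDP-exchange assay: 100 nM EPAC1 with 250 nM Rap1B preloaded with BODIPY-GDP and 50 uM GDP; compounds tested as concentration series, 5 min at room temperature, then read every 5 min for 30 min (ex 480/em 540 nm); normalized to 6.5 mM cAMP.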
PI5P4K alpha inh – PI5P4K alpha (human) kinase inhibition. max response, %. 330,000 compounds, 1.2% hits. P48426. PI5P4Kalpha enzyme, ADP-Glo luminescence, 60 min; stronger effect = lower value; active means max response of -50% or lower; inconclusive means between -30% and -50%; inactive means -30% or higher; further: value at the top dose of about 77 µM; on the % scale 0 is the no-effect control and ±100 the full control effect
Target sequence (P48426 whole entry, looked up): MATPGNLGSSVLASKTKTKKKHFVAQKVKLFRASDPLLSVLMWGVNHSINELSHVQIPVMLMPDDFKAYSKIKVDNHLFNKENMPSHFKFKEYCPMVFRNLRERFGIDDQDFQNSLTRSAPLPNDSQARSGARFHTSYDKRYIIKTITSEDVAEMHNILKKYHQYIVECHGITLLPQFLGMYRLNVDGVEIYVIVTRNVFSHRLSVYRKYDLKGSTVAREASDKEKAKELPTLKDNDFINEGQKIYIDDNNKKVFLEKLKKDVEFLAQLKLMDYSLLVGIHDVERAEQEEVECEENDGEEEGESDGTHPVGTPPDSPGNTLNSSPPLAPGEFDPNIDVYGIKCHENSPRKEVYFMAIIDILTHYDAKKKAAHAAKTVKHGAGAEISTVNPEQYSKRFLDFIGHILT
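ADP-Glo luminescence end-point read after a 60 min room-temperature kinase reaction of PI5P4Kalpha plus substrate, initiated with ATP at 5 microM final. Buffer: 0.038 M HEPES pH 7.4, EGTA, 0.1% CHAPS, 5% DMSO.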
EPAC1 antag – blocks human EPAC1 exchange factor. O95398. 360,000 compounds, 0.14% hits. Potency, µM (titrated, usually from 115 µM), for inactives: top-dose activity change, negative = inhibition, actives largely listed as inhibitors. EPAC1 GEF assay, Rap1b-BODIPY-GDP exchange fluorescence;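 further: potency means the concentration at half of the fitted maximal effect; plate controls were vehicle for no effect and positive control for full effect; nearly all actives have a fitted effect of over 50% in size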
Mm-Cpn inhibitor – inhibitors of Methanococcus maripaludis chaperonin (MmCpn). purified Mm-Cpn ATPase, ADP Transcreener TR-FRET. Potency, µM (titrated, usually from 76.9 µM), for inactives: at the top dose activity, negative = inhibition, actives largely listed as inhibitors. 330,000 compounds, 0.031% hits. AID 504842; further: potency means the concentration at half of the fitted maximal effect; on the % scale 0 is the no-effect control and ±100 the full control effect; nearly all actives have a fitted effect of over 80% in size
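Inhibition of chaperonin ATP hydrolysis is measured as reduced ADP production, detected by competitive TR-FRET in which signal falls with ADP. Final enzyme 25 nM and ATP 10 uM, reacted 30 min at 37°C.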
CCT modulator – cytosolic chaperonin activity modulation. 360,000 compounds, 0.3% hits. activity change, % (test concentration not listed), hits read low. purified chaperonin ATPase assay, HTRF ADP detection, 30 min. AID 651819; in the data active means activity change below about -30%; further: on the % scale 0 is the no-effect control and ±100 the full control effect
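Nucleotide hydrolysis assay: TRiC at 20–40 nM final (set by batch activity) with 10 uM ATP, 30 min at 37 °C, in presence of 76 uM compound. Detection by competitive ADP HTRF, 30 min ambient.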
PLK1 PBD block – PLK1 (human) polo-box domain binding inhibition | AID 720504 | Plk1 PBD binding of FITC phosphopeptide, fluorescence polarization | Potency, µM, for inactives: max response, negative = inhibition, most hits filed as inhibitors | P53350 | 360,000 compounds, 2.8% hits; further: potency means the concentration at half of the fitted maximal effect; series mostly up to about 57 µM; on the % scale 0 is the no-effect control and ±100 the full control effect; nearly all actives have a fitted effect of over 65% in size
Target sequence (P53350 whole entry, looked up, the tested form may be a part): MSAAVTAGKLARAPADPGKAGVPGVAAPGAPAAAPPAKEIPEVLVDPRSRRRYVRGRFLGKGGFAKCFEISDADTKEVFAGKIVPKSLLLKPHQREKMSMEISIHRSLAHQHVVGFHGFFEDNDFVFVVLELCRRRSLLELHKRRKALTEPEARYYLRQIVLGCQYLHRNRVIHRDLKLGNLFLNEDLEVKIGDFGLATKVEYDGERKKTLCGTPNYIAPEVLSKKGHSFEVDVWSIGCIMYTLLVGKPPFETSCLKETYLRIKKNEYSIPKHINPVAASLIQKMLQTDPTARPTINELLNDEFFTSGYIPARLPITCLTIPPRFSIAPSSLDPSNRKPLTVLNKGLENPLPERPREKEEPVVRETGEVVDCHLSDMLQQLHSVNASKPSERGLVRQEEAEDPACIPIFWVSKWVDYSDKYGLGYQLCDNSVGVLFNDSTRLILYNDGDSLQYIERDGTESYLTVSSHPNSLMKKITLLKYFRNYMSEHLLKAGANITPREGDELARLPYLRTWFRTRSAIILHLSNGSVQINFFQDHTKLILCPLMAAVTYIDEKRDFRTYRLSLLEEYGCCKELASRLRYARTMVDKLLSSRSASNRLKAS
WRN inhibitor – blocks human WRN helicase. Q14191. Potency, µM (series often up to 114 µM), for the others: at the highest dose activity change, negative = inhibition, most hits filed as inhibitors. 360,000 compounds, 0.46% hits. WRN helicase unwinding, fluorescent forked duplex, kinetic. AID 651768; further: potency means the concentration at half of the fitted maximal effect; on the % scale 0 is the no-effect control and ±100 the full control effect; nearly all actives have a fitted effect of over 55% in size
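Fluorescence dequenching readout, ex 525 nm/em 598 nm, kinetic mode: forked duplex DNA (100 nM final) with adjacent fluorophore and quencher unwound by WRN (20 nM final) with 2 mM ATP. Compound preincubation 15 min, room temperature.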
EPAC2 antag – antagonists of human EPAC2; Q8WZA2; EPAC2 GEF exchange of Rap1B-BODIPY-GDP, fluorescence; Potency, µM (highest dose often 114 µM), for inactives: at the top dose activity, negative = inhibition, most hits filed as inhibitors; 360,000 compounds, 0.18% hits; AID 720708; further: potency means the concentration at half of the fitted maximal effect; on the % scale 0 is the no-effect control and ±100 the full control effect; nearly all actives have a fitted effect of over 45% in size; many of its hits are not listed in these tables
Active calls of the source: *; ? = inconclusive; · = no result given; & = joins results of further samples; [ ] = dose if it differs, or a comment. Unless noted, the call rests on the fitted dose curve; in most records, active means well fitted curve in the direction sought with a large enough effect; inconclusive means small, poorly fitted or top-dose-only effect, or another doubt; inactive means no such curve, though single readings can be large; an effect the other way counts as inactive or inconclusive. The list is partial; the hit share may differ from the screen's.

Below each compound – PLK1 PBD block | EPAC1 antag | EPAC2 antag | PI5P4K alpha inh | WRN inhibitor | EPAC1 ag | Mm-Cpn inhibitor | CCT modulator
- CCN(CC)S(=O)(=O)c1ccc(C)c(C(=O)Oc2cccc(-c3cnc4ccccc4n3)c2)c1
 : -10% | -11% | -7% | 17 | -15% | -1% | -5% | 3.4
- COc1ccccc1C(=O)Nc1ccc(OCC(=O)N2CCCCC2C)cc1 (stereo not given)
 : 2% | -2% | 3% | 0 | -5% | 1% | -3% | -0.7
- COC(=O)COc1ccc2occ(C(C)=O)c2c1
 : -5% | 8% | 7% | · | 4% | 4% | 0% | -1.4
- O=C(CSc1ncn[nH]1)N1N=C2/C(=C/c3ccco3)CCCC2C1c1ccco1 (stereo not given)
 : -7% | ? | -4% | · | -18% | 14% | 0% | 0.1
- COc1ccc(C(=O)NC(=S)NNC(=O)c2ccc(NC(C)=O)cc2)cc1Br
 : -12% | -6% | -7% | -23 | -7% | -6% | -3% | 0.1
- CC1CCCC(C)N1C(=O)COc1cccc(Oc2ccccc2)c1 (stereo not given)
 : -2% | -1% | -7% | -1 | -15% | 0% | -7% | -1.8
- Cc1ccc(NC(=S)N(CCCN2CCOCC2)Cc2ccccn2)cc1
 : 3% | 30% | 8% | -7 | -24%[57.1 µM] | -5% | 1% | -0.5
- O=C(Cn1ccc(NC(=O)OCc2ccccc2)nc1=O)NCc1nc2ccccc2[nH]1
 : -1% | 1% | 4% | -4 | 1% | -11% | 1% | -1.8
- CN(C1CCCCC1)S(=O)(=O)c1ccc2c(c1)CCC(=O)N2
 : -1% | -17% | 4% | 2 | -1% | -9% | 1% | -1.3
- COc1ccc2c(c1)C(=O)N1[C@H]3c4cc(Br)ccc4OC[C@@H]3[C@H](c3ccccc3)[C@]1(C)C(=O)N2
 : -4% | -7% | 5% | -6 | -8% | 3% | -17% | 1.1
- Cc1ccc(NC(=O)CN2C(=O)CSc3ccc(S(=O)(=O)N4CCCCC4)cc32)cc1
 : -8% | ? | -23% | -6 | -3% | 1% | 2% | -0.7
- COC(=O)c1[nH]c2ccccc2c1Sc1ccccc1
 : ? | -6% | 0% | -2 | -1% | -5% | ? | -0.2
- CCCNC(=O)C(Cc1ccc(C(F)(F)F)cc1)NC(=O)c1ccc(C#N)cc1 (stereo not given)
 : -13% | ? | 0% | -4 | 6% | 2% | 0% | -2.1
- COc1ccc(S(=O)(=O)N2CCOC2CNC(=O)C(=O)NCc2ccco2)cc1OC (stereo not given)
 : -6% | -10% | 7% | -7 | -3% | -8% | -2% | -4.6
- CCCCOc1ccc(CSc2nncn2N)cc1
 : -2% | 6% | 8% | 0 | -17%[57.1 µM] | -16% | -1% | -2.0
- COc1cccc(NC2=C(C#N)C(=O)NC(c3cccc(OC)c3O)S2)c1 (stereo not given)
 : -27% | -11% | 2% | ? | 0% | -1% | -2% | 0.9
- O=C(CN(C(=O)c1ccccc1Cl)N1C(=O)CCCC1=O)c1ccc(Cl)cc1
 : 4% | 15% | 6% | 3 | 11% | 6% | 0% | 1.2
- O=C(c1ccc(=O)[nH]n1)N1CCN(S(=O)(=O)c2ccc(C(F)(F)F)cc2)CC1
 : -2% | 3% | -3% | 0 | 16% | 2% | 1% | -15
- COCCCNC(=S)NNC(=O)Cn1nc(C)c(Br)c1C
 : -2% | -1% | 1% | -3 | -1%[57.1 µM] | 0% | 1% | -0.9
- COc1ccc(S(=O)(=O)Nc2ccc3c(c2)COC3=O)cc1OC
 : 0% | 4% | -1% | -1 | 2% | 0% | 1% | -0.9
- Cc1ccc(N2C(=O)CC(Cn3nc(C)cc3C)C2=O)cc1 (stereo not given)
 : 3% | 0% | 15% | -10 | -2% | -3% | 1% | 9.5
- COc1cc2ccccc2cc1C(=O)NC1CCCC1
 : -4% | 0% | -1% | 4 | -26% | 10% | -2% | -4.7
- CN(Cc1ccc(F)cc1)C(=O)CN1CCN(S(=O)(=O)c2ccc3c(c2)OCCCO3)CC1
 : 8% | -11% | -5% | -1 | -2% | -3% | · | -0.5
- O=C(CN1C(=O)c2ccc([N+](=O)[O-])cc2C1=O)NCc1ccc(C(=O)O)cc1
 : ? | -8% | 5% | -6 | 1% | 1% | -3% | -2.1
- CCN(CC)C(=O)Cn1c(=O)oc2ccccc21
 : 0% | -7% | 1% | 5 | -4% | -6% | -2% | -1.6
- Cc1ccc(NC(=O)NNC(=O)COc2ccc3ccccc3c2)cc1
 : -10% | 5% | -8% | 0 | -33% | 3% | -2% | -1.3
- Cc1ccc(C)c(C(=O)CSc2n[nH]c(C(C)C)n2)c1
 : ? | 3% | 10% | -4 | -10% | -2% | -1% | 0.2
- O=C(NCCc1csc(-c2cccnc2)n1)c1cccs1
 : -2% | ? | 8% | -6 | 4% | -16% | 2% | 1.0
- C/C(=N\NC(=O)c1ccc(Br)cc1)c1cccc(NC(=O)c2cccnc2)c1
 : 2% | 1% | -2% | 3 | -1% | 8% | 0% | -3.5
- CC(C)Cc1nc(SCC(=O)N2CCCC2)c2c(=O)n(C)c(=O)n(C)c2n1
 : -6% | 22% | -1% | 2 | 4% | -3% | 0% | 1.0
- Cc1ccccc1/C=C1\SC(=S)N(/N=C/c2cc([N+](=O)[O-])ccc2O)C1=O
 : ? | ? | -9% | ? | -22%[11.6 µM] | 10% | 1% | -13
- CCOC(=O)C1=C(C)Nc2nnnn2C1c1cccc(OC)c1OC (stereo not given)
 : 1% | 5% | 3% | · | -5% | 7% | -2% | -2.0
- c1cc(Nc2ncnc3sccc23)cc(-c2nnc3n2CCCCC3)c1
 : 0% | -8% | 1% | · | 0% | 0% | -4% | -0.2
- COc1ccc(C2CC(c3ccco3)n3ncnc3N2)cc1 (stereo not given)
 : ? | -13% | -1% | -6 | 5% | 5% | 3% | 1.8
- CCOC(=O)N1CCC(N2CCN(Cc3ccccc3)C(CCO)C2)CC1 (stereo not given)
 : -6% | 3% | 3% | -8 | -2% | -1% | -2% | -5.4
- COC(=O)[C@@]1(Cc2ccc(OC)cc2)[C@H]2c3cc(C(=O)N4CCCC4)n(Cc4c(CO)[nH]cc(C)c4=O)c3C[C@H]2CN1C(=O)c1ccccc1
 : -4% | 11% | 9% | -5 | 8% | 0% | · | 0.7
- Cc1cnc(C(=O)Nc2cc(S(=O)(=O)N3CCOCC3)ccc2N2CCN(C)CC2)cn1
 : -16% | ? | -13% | 3 | 10% | -6% | 0% | -2.4
- O=C(NCc1ccccc1)c1cccc(COc2ccc(Cl)cc2)c1
 : -3% | -7% | -19% | 16 | -12% | 6% | 3% | -1.2
- Cc1cc(NC(=O)CN2C(=O)NC3(CCCCC3)C2=O)no1
 : -3% | -24% | 22% | 2 | 5% | 2% | 1% | 0.2
- O=C(CSc1nnc2ccc(-c3ccncc3)nn12)N1CCCCC1
 : -5% | -7% | 15% | -4 | 5% | -2% | -1% | -7.5

Sorted by the number under PLK1 PBD block (highest first): seven of the compounds above.
SMILES | PLK1 PBD block | EPAC1 antag | EPAC2 antag | PI5P4K alpha inh | WRN inhibitor | Mm-Cpn inhibitor | CCT modulator
CN(Cc1ccc(F)cc1)C(=O)CN1CCN(S(=O)(=O)c2ccc3c(c2)OCCCO3)CC1 | 8% | -11% | -5% | -1 | -2% | · | -0.5
Cc1ccc(N2C(=O)CC(Cn3nc(C)cc3C)C2=O)cc1 (stereo not given) | 3% | 0% | 15% | -10 | -2% | 1% | 9.5
CCOC(=O)C1=C(C)Nc2nnnn2C1c1cccc(OC)c1OC (stereo not given) | 1% | 5% | 3% | · | -5% | -2% | -2.0
c1cc(Nc2ncnc3sccc23)cc(-c2nnc3n2CCCCC3)c1 | 0% | -8% | 1% | · | 0% | -4% | -0.2
Cc1cc(NC(=O)CN2C(=O)NC3(CCCCC3)C2=O)no1 | -3% | -24% | 22% | 2 | 5% | 1% | 0.2
COc1cc2ccccc2cc1C(=O)NC1CCCC1 | -4% | 0% | -1% | 4 | -26% | -2% | -4.7
Cc1cnc(C(=O)Nc2cc(S(=O)(=O)N3CCOCC3)ccc2N2CCN(C)CC2)cn1 | -16% | ? | -13% | 3 | 10% | 0% | -2.4

The list goes on.
Below each compound – PLK1 PBD block | EPAC1 antag | EPAC2 antag | PI5P4K alpha inh | WRN inhibitor | EPAC1 ag | Mm-Cpn inhibitor | CCT modulator
- NC(=O)/C(=C/c1ccco1)NC(=O)/C=C/c1ccccc1
 : -24% | 0% | 1% | 2 | 1% | 3% | -2% | -2.5
- CCOc1cc(-c2noc(-c3ccncc3)n2)cc(Br)c1OC
 : 2% | 8% | 5% | · | 4% | -2% | -9% | 0.4
- CC(=O)c1ccc(CCCCc2ccc(C(C)=O)cc2)cc1
 : 3% | 4% | -5% | 5 | 4% | 4% | · | -2.4
- CCOCCCNC(=O)C1CCN(S(=O)(=O)c2ccc(C)cc2)CC1
 : -3% | 1% | -14% | · | 1% | -1% | -2% | -0.9
- CCOc1cc(/C=N/NC(=O)c2cc(C3CC3)[nH]n2)ccc1O
 : -8% | -23% | -1% | 3 | -15%[57.1 µM] | 10% | 2% | 1.0
- CC1c2cccn2CCN1S(=O)(=O)c1ccc(F)cc1 (stereo not given)
 : -5% | 1% | 4% | -1 | -4% | 7% | 1% | 1.8
- OC[C@H]1O[C@@H](c2nc(-c3ccc(CN4CCOCC4)cc3)no2)[C@H](O)[C@@H](O)[C@H]1O
 : -9% | 26% | 5% | 0 | 1% | -6% | · | 0.4
- C=CCn1c(SCC(=O)N2CCOCC2)nc2scc(-c3ccco3)c2c1=O
 : ? | -29% | -10% | · | 56µM* | 6% | -6% | -4.1
- N#CC(=C=[N-])c1nc2ccccc2nc1-[n+]1cccc(NC(=O)c2ccccc2)c1
 : -2% | -8% | 19% | 5 | 7% | -11% | 0%&-3% | 0.0
- CCCCOCCCNC(=O)/C=C/c1ccccc1Cl
 : -1% | 0% | -1% | 2 | 2% | 2% | · | -9.0

Looked up by compound from the entries so far (3):
Below each compound – PLK1 PBD block | EPAC1 antag | EPAC2 antag | PI5P4K alpha inh | WRN inhibitor | EPAC1 ag | Mm-Cpn inhibitor | CCT modulator
- CCCCOCCCNC(=O)/C=C/c1ccccc1Cl
 : -1% | 0% | -1% | 2 | 2% | 2% | · | -9.0
- NC(=O)/C(=C/c1ccco1)NC(=O)/C=C/c1ccccc1
 : -24% | 0% | 1% | 2 | 1% | 3% | -2% | -2.5
- OC[C@H]1O[C@@H](c2nc(-c3ccc(CN4CCOCC4)cc3)no2)[C@H](O)[C@@H](O)[C@H]1O
 : -9% | 26% | 5% | 0 | 1% | -6% | · | 0.4

High-throughput results (PubChem BioAssay)
